# OXTR ag: human OXTR agonism; P30559; CHO-OTR cells, Fluo-8 calcium fluorescence; normalized: DMSO 0%, oxytocin 100%; activation, % at 3 µM; 0.32% of 320,000 active; AID 2435;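 active = activation above the mean of all tested compounds plus 3 SD, cutoff set per screening run, cut at about 20% in these data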;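 also: peak over basal fluorescence ratio from a 100 s FLIPR kinetic read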
# TAAR1 antagonist: human TAAR1 antagonism | 1.5% of 360,000 active | CHO RD-HGA16 TAAR1, Fluo-8 calcium fluorescence, antagonist | inhibition, % at 3 µM | Q96RJ0;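 active = inhibition above a per-plate cutoff, the mean inhibition of test compounds on that plate plus 3 SD, cut at about 49% in these data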;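 also: 0% = DMSO plus EC80 beta-PEA response and 100% = DMSO alone without agonist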
# Target sequence (Q96RJ0 whole entry, looked up): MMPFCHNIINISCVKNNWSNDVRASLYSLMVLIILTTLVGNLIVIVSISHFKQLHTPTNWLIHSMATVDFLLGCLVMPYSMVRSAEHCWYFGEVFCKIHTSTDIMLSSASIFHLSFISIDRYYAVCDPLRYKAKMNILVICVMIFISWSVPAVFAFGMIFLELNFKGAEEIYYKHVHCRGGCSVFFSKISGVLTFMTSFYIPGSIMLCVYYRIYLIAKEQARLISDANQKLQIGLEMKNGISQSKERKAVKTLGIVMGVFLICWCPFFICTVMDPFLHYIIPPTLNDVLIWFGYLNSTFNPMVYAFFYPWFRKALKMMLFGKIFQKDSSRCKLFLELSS
#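 System: CHO RD-HGA16 cells bearing hTAAR1. Reagent: EC80 β-phenethylamine stimulus. Schedule: seeding 17-24 h prior, 75-min 37 °C, 30-min RT dye loading. Signal: Fluo-8 intracellular calcium dye fluorescence, real-time kinetic reads. Read-out: % inhibition from peak post-agonist over basal fluorescence ratio. Benchmarks: vehicle wells and EC80 agonist wells. Replicates: n of 1.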
# CHO-K1 Ca PAM: nonselective activator or artifact in parental CHO-K1 calcium assay; ATP EC20, Fluo-8 calcium fluorescence; 0% at ATP EC20, 100% at ATP max; activation, % at 3 µM; 0.02% of 360,000 active; AID 602247;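 active = activation above the run cutoff, the mean activation of all test compounds plus 3 SD, cut at about 40% in these data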;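 also: peak over basal fluorescence ratio in a 140 s read after ATP addition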
# GPR7 antag: antagonists of human GPR7 (neuropeptides B/W receptor 1); inhibition, % at 4.4 µM; 1.1% of 290,000 active; GPR7-expressing cells, fluorescence antagonist assay; in the data active = inhibition above about 16%, passing the limit was not always enough;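 also: cells stimulated with the agonist NPW; 0% = agonist with vehicle and 100% = vehicle without agonist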
# Target sequence (P48145 whole entry, looked up): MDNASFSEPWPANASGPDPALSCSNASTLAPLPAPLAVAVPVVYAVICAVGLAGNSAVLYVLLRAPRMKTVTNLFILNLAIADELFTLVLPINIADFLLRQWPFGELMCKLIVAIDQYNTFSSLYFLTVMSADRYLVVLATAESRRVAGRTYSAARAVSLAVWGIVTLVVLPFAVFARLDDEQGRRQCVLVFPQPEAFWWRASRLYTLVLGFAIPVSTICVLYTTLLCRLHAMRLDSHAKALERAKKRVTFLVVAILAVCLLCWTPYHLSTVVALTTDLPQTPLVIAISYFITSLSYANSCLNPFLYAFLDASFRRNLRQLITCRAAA
# CHO parental Ca: counter-screen: ATP calcium response change in parental CHO cells; parental CHO-K1, ATP-induced calcium, Fluo-8 fluorescence; inhibition, % at 5.6 µM; 0.63% of 330,000 active;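 active = inhibition above that plate's mean sample inhibition plus 3 SD, cut at about 26% in these data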;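 also: 0% = ATP-challenged DMSO wells and 100% = DMSO wells without ATP; some compounds past the cut are filed as inactive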
#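 Assay system: untransfected parental CHO cell line. Also added: ATP agonist challenge. Dosing: one dose, 5.6 µM nominal. Measured by: Fluo-8 fluorescence. Read-out: % inhibition. Benchmarks: ATP wells versus no-ATP DMSO wells. Repeats: no replicates.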
# CHO-K1 Ca antag: M1 antagonist counterscreen hit in parental CHO-K1 cells | 0.6% of 360,000 active | ATP-induced calcium, Fluo-8 fluorescence | inhibition, % at 3 µM;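 active = inhibition above a per-plate cutoff, the plate's mean sample inhibition plus 3 SD, cut at about 24% in these data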;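 also: 0% = DMSO plus EC80 ATP and 100% = DMSO alone without ATP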
# CHO-K1 Ca ag: counter-screen for M1 agonists: effect in parental CHO-K1 cells; Fluo-8 calcium fluorescence; scaled to maximal ATP response, vehicle zero; activation, % at 3 µM; 0.48% of 360,000 active; in the data active = activation above about 15%;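 also: untransfected CHO-K1 host cells lacking M1 receptor as counterscreen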
# OXTR potentiator: potentiates the human oxytocin receptor response; CHO-OTR cells, Fluo-8 calcium fluorescence, potentiator mode; 0% = oxytocin EC15, 100% = EC100; activation, % at 3 µM; 0.061% of 320,000 active; AID 2445;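 active = activation above that plate's cutoff, the mean activation of tested compounds plus 3 SD, cut at about 6.6% in these data, passing the limit was not always enough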;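 also: 100% uses oxytocin at 75 nM as the full agonist control; some results filed as inactive read as strong as hits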
#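 System: human OTR in CHO cells; Also added: sub-maximal oxytocin, roughly EC15; Timing: compound 6 min at room temperature before oxytocin, 100 s read; Technique: Fluo-8 intracellular calcium fluorescence, ex 470-495, em 515-575 nm; Controls: oxytocin EC15 low and EC100 high; Replication: singlicate.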
# V1R ag counter: counter-screen for oxytocin receptor agonists: human V1a receptor agonists; P37288; CHO-V1R cells, Fluo-8 calcium fluorescence, agonist mode; 0% DMSO, 100% 3 nM vasopressin; activation, % at 3 µM; 0.25% of 320,000 active; AID 2797;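 active = activation above the mean activation of all tested compounds plus 3 SD, per screening run, cut at about 20% in these data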;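 also: signal is peak over basal fluorescence ratio across a 100 second FLIPR read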
# Target sequence (P37288 whole entry, looked up): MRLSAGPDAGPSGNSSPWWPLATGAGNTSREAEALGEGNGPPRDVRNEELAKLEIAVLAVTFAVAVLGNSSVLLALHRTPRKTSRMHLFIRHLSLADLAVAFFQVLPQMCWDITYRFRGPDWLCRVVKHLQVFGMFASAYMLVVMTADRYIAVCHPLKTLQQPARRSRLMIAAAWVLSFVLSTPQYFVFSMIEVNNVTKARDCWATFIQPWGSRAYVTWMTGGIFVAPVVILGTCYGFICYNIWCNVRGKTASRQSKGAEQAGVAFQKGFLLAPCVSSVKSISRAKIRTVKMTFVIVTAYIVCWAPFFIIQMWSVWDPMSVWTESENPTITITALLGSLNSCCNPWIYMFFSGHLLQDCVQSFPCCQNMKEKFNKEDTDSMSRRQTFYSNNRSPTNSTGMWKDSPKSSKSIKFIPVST
# Starred values were filed as active, the others as inactive; / = not tested or not shown.
structure	CHO parental Ca	OXTR ag	CHO-K1 Ca PAM	TAAR1 antagonist	V1R ag counter	GPR7 antag	CHO-K1 Ca ag	CHO-K1 Ca antag	OXTR potentiator
Cc1ccc(OC(=O)CCS(=O)(=O)c2ccc(C)cc2)cc1	-6	-1.4	2	-16	-0.8	5	-0.2	-9	-10
Cc1cccc(CS(=O)(=O)Cc2ccc(C(=O)NCc3ccco3)o2)c1	2	0.8	9	-6	1.0	-2	1.7	-6	-9
COc1ccc(OC)c(NC(=O)c2sc3nc(C)cc(C)c3c2N)c1	/	/	-8	2	/	-15	-0.1	3	/
COc1ccc(-c2noc(CCC(=O)Nc3ccc4c(c3)OCCO4)n2)cc1	13	12	7	7	8.3	-5	9.5	12	-22
CC(C)(C)c1ccc(/C=N/NC(=O)c2ccccn2)cc1	1	0.8	2	-2	1.9	-13	0.3	1	0
CCCOc1ccc(C(=O)Nc2ccc(S(=O)(=O)NC3=NCCCCC3)cc2)cc1	-28	3.3	-4	-6	3.8	/	5.2	2	-12
NC(N)=Nc1nc2ccc(Br)cc2c(=O)[nH]1	4	0.8	8	-7	0.4	-4	0.2	-8	-18
CCc1ccccc1NC(=O)CN1CCN(CC(=O)Nc2ccc(-c3ccccc3)cc2)CC1	-16	-0.2	-3	-20	1.5	-5	0.4	-12	0
COC(Cc1nnc(SC)n1-c1ccc(Cl)cc1)OC	-2	0.4	12	8	-0.1	-9	0.1	-2	2
COc1cc(NC(=O)COC(=O)c2ccc(S(=O)(=O)N3CC(C)CC(C)C3)cc2)c(C)cc1[N+](=O)[O-] (stereo unspecified)	-20	-1.2	-11	/	0.3	-7	0.2	13	-1
Cc1ccnn1CCC(=O)N1CCCC(Nc2ccc(C(C)C)cc2)C1 (stereo unspecified)	/	/	10	1	/	/	2.7	-15	/
COCCOc1ccc(C(F)(F)F)cc1NC(=O)CN1C(=O)NC(C)(c2ccc3c(c2)OCO3)C1=O (stereo unspecified)	-28	1.3	-12	-5	3.6	/	0.4	1	-1
CCCSc1nc2cc(S(=O)(=O)N3CCOCC3)ccc2n1CC	-13	-2.2	15	3	-0.4	-5	0.4	-7	0
O=C(c1ccc(CS(=O)Cc2ccc(Cl)cc2)o1)N1CCN(c2ccccn2)CC1 (stereo unspecified)	-18	4.3	4	5	7.2	-4	6.2	-14	-6
Cc1ccc2c(c1)C1C=CCC1C(C(=O)O)N2 (stereo unspecified)	10	0.0	/	/	0.3	18	/	/	2
COC(=O)CNC(=O)C1CCCN1C(=O)CNC(=O)OC(C)(C)C (stereo unspecified)	7	0.0	11	-5	0.2	-7	0.8	-4	-7
CC(C)CC(=O)CN1C(=O)C2(OCCO2)c2ccccc21	-12	-0.6	16	5	2.3	-7	0.5	-5	3
CCC(=O)Nc1nc2ccccc2n1Cc1ccccc1	-7	0.2	9	5	0.0	1	0.9	-42	-4
CCc1ccc(CCC(=O)Nc2sc3c(c2C#N)CCCC3)o1	-9	-1.2	15	18	-0.7	19	0.4	-6	-9
O=C(CN1CCN(Cc2ccc3c(c2)OCO3)CC1)NCC(F)(F)F	8	-0.3	1	7	1.8	5	1.0	-9	-1
O=C(CN1C(=O)CSc2ncccc21)N1CCOCC1	-10	1.0	7	-5	0.2	-4	0.6	-3	-3
COc1ccc(C2C3=C(CC(C)(C)CC3=O)N(C)C3=C2C(=O)CC(C)(C)C3)cc1OC	1	-0.6	3	5	-0.5	-13	0.1	-9	-1
Cc1cc(NC(=O)CN2C(=O)NC(Cc3ccccc3)C2=O)no1 (stereo unspecified)	2	1.2	5	-5	-0.1	-3	0.0	6	-3
Cc1nc(-c2ccccc2)sc1C1(C)CC(c2cccc(F)c2)=NO1 (stereo unspecified)	-13	-0.1	12	-2	0.5	/	0.3	-20	2
O=C(CSc1nc2ccccc2[nH]1)Nc1ccc2c(c1)OCCO2	-17	0.5	-4	23	3.8	-8	1.2	15	-30
COc1ccc2[nH]c(=O)c(CN(C)C(=O)c3cccs3)cc2c1	-6	2.6	19	2	0.3	-4	2.5	-4	-4
COc1ccc(N2CCN(C(=O)COc3ccc4c(C)cc(=O)oc4c3C)CC2)cc1	6	-0.6	17	-12	-0.1	0	0.4	0	-3
COc1ccc(N2CSC3=C(C#N)C(c4cccs4)CC(=O)N3C2)cc1 (stereo unspecified)	1	-0.4	4	-9	-0.6	-6	0.6	-8	0
Cc1nn(CC2CC2)c(=O)n1-c1cccc(Cl)c1	-12	-1.2	5	-15	-0.7	-11	-0.3	-7	3
O=c1[nH]cnc2c1N1CCC2CC1	-9	-0.3	2	4	1.4	-3	-0.1	6	-3

# Given with values under each structure: 2 of the compounds above
# Results follow in this order: CHO parental Ca | OXTR ag | CHO-K1 Ca PAM | TAAR1 antagonist | V1R ag counter | GPR7 antag | CHO-K1 Ca ag | CHO-K1 Ca antag | OXTR potentiator
- COC(=O)CNC(=O)C1CCCN1C(=O)CNC(=O)OC(C)(C)C (stereo unspecified)
  7 | 0.0 | 11 | -5 | 0.2 | -7 | 0.8 | -4 | -7
- CCc1ccc(CCC(=O)Nc2sc3c(c2C#N)CCCC3)o1
  -9 | -1.2 | 15 | 18 | -0.7 | 19 | 0.4 | -6 | -9

# Going on with the list:
structure	CHO parental Ca	OXTR ag	CHO-K1 Ca PAM	TAAR1 antagonist	V1R ag counter	GPR7 antag	CHO-K1 Ca ag	CHO-K1 Ca antag	OXTR potentiator
COc1ccccc1CNC(=O)COC(=O)Cc1ccc(F)cc1	-20	-2.2	2	-1	-1.5	/	-0.4	-2	-6
Cc1cc(C)nc(NNC(=O)NC2CCCCC2)n1	1	1.5	10	-11	0.2	-7	0.2	-5	-4
CC1CN(C(=S)SCCN2Cc3ccccc3C2=O)CC(C)O1 (stereo unspecified)	-10	-0.4	18	-19	0.6	-2	0.8	-4	1
CCOC(=O)c1sc(NC(=S)NC(=O)c2cccc(OC)c2)nc1C	-10	0.5	-8	-20	0.2	-9	0.0	3	-16
CCOC(=O)Cn1c(C)nc2c(C(=O)OCC)sc(C)c2c1=O	-15	-0.5	11	3	1.4	5	-0.3	5	0
CCOC(=O)C[C@H]1c2cc(F)ccc2S(=O)(=O)N1c1cccc(OC)c1	-5	1.2	2	-10	2.1	/	0.5	-3	-10
CC(C)Cc1nnc(NC(=O)CCC(=O)NC2CCCCCC2)s1	-12	0.0	16	-8	0.6	-13	1.1	-17	-3
CN(C)c1ccccc1-c1cc(NC=O)c2ncc(-c3cccc(C(F)(F)F)c3)n2c1	/	/	-9	-5	/	/	1.7	10	/
CC(=O)c1cc(-c2ccccc2)n(CC(=O)N2CCN(C3CCCC3)CC2)c1C	5	0.9	11	23	0.3	-8	1.9	-4	-9
O=S(=O)(Nc1cccc(S(=O)(=O)N2CCCCCC2)c1)c1ccc(F)cc1F	-28	2.1	27	-11	3.3	/	2.5	-15	-7
C#CCOCC1CN(c2ccccc2)C(=O)O1 (stereo unspecified)	/	/	15	-20	/	/	0.6	-1	/
Cc1cc(CNC[C@H]2O[C@@H](n3ccc(=O)[nH]c3=O)[C@H](O)[C@@H]2O)no1	/	/	-12	-3	/	/	0.2	1	/
CCOc1cc(/C=C2/C(=O)ON=C2C)ccc1OCc1ccccc1	-2	-2.3	/	24	2.5	-6	/	/	4
CCN(Cc1ccccc1)C(=O)COc1cc(=O)n(CC)c2ccccc12	-12	-1.9	12	22	1.0	-2	3.2	-3	-9
O=c1[nH]c2ccccc2n2c(=S)[nH]nc12	5	0.6	-9	-18	1.3	8	0.0	9	1

# Some of these compounds in order of formula weight, ascending.
structure	CHO parental Ca	OXTR ag	CHO-K1 Ca PAM	TAAR1 antagonist	V1R ag counter	GPR7 antag	CHO-K1 Ca ag	CHO-K1 Ca antag	OXTR potentiator
O=c1[nH]c2ccccc2n2c(=S)[nH]nc12	5	0.6	-9	-18	1.3	8	0.0	9	1
C#CCOCC1CN(c2ccccc2)C(=O)O1 (stereo unspecified)	/	/	15	-20	/	/	0.6	-1	/
Cc1cc(C)nc(NNC(=O)NC2CCCCC2)n1	1	1.5	10	-11	0.2	-7	0.2	-5	-4
COc1ccccc1CNC(=O)COC(=O)Cc1ccc(F)cc1	-20	-2.2	2	-1	-1.5	/	-0.4	-2	-6
CCOc1cc(/C=C2/C(=O)ON=C2C)ccc1OCc1ccccc1	-2	-2.3	/	24	2.5	-6	/	/	4
CCOC(=O)Cn1c(C)nc2c(C(=O)OCC)sc(C)c2c1=O	-15	-0.5	11	3	1.4	5	-0.3	5	0
CC1CN(C(=S)SCCN2Cc3ccccc3C2=O)CC(C)O1 (stereo unspecified)	-10	-0.4	18	-19	0.6	-2	0.8	-4	1
CC(C)Cc1nnc(NC(=O)CCC(=O)NC2CCCCCC2)s1	-12	0.0	16	-8	0.6	-13	1.1	-17	-3
CCN(Cc1ccccc1)C(=O)COc1cc(=O)n(CC)c2ccccc12	-12	-1.9	12	22	1.0	-2	3.2	-3	-9
CCOC(=O)c1sc(NC(=S)NC(=O)c2cccc(OC)c2)nc1C	-10	0.5	-8	-20	0.2	-9	0.0	3	-16
CN(C)c1ccccc1-c1cc(NC=O)c2ncc(-c3cccc(C(F)(F)F)c3)n2c1	/	/	-9	-5	/	/	1.7	10	/
O=S(=O)(Nc1cccc(S(=O)(=O)N2CCCCCC2)c1)c1ccc(F)cc1F	-28	2.1	27	-11	3.3	/	2.5	-15	-7

# Next entries:
structure	CHO parental Ca	OXTR ag	CHO-K1 Ca PAM	TAAR1 antagonist	V1R ag counter	GPR7 antag	CHO-K1 Ca ag	CHO-K1 Ca antag	OXTR potentiator
O=C(/C=C/c1ccccc1)Nc1sc2c(c1C(=O)O)CCC2	0	0.4	13	-26	-0.2	2	-0.4	-15	-2
Cc1c(N)cc(C(=O)N2CCOCC2)cc1[N+](=O)[O-]	-4	0.6	23	-5	0.7	-2	0.5	-14	-5
CCN(CC)CC(C)CNC(=O)CN1C(=O)CSc2ccc(S(=O)(=O)N3CCOCC3)cc21 (stereo unspecified)	2	-0.1	21	3	1.1	-14	1.0	-11	-6
CCOC(=O)c1c(C)oc2c1c(CN1CCN(CCO)CC1)c(O)c1ccccc12	/	/	2	-25	/	7	-0.2	-2	/
COc1ccc(/C=N/NC(=O)c2nc(-c3ccccc3)n(-c3ccccc3)n2)cc1OC	-19	-2.8	-9	19	0.8	4	1.2	25*	1
Cc1ccc2c(c1)C(=O)C(=O)N2CC(=O)OC(C)C	4	0.4	15	5	2.6	7	0.0	-16	-12
COc1cc(CNCCc2c[nH]c3ccccc23)ccc1OCc1ccc(F)cc1	11	22*	15	50*	12	21*	6.8	4	-8
